# Screening results: PubChem, several laboratories
# Keap1-Nrf2 PPI: Keap1-Nrf2 protein-protein interaction inhibitors, primary screen, biochemical, fluorescence polarization, single point; Kelch-like ECH-associated protein 1 (Homo sapiens), Q14145; Keap1 Kelch-Nrf2 peptide fluorescence polarization, 1536-well; inhibition, % at 9.4 µM; actives 0.15% (n = 340,000); in the data active means inhibition above about 12%;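 further: human Keap1 Kelch domain with fluorescein labeled Nrf2 9mer peptide probe; 0% = neutral control wells and 100% = peptide positive control; higher means more block of Keap1 binding to Nrf2 peptide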
# Target sequence (Q14145 whole entry, looked up, the tested form may be a part): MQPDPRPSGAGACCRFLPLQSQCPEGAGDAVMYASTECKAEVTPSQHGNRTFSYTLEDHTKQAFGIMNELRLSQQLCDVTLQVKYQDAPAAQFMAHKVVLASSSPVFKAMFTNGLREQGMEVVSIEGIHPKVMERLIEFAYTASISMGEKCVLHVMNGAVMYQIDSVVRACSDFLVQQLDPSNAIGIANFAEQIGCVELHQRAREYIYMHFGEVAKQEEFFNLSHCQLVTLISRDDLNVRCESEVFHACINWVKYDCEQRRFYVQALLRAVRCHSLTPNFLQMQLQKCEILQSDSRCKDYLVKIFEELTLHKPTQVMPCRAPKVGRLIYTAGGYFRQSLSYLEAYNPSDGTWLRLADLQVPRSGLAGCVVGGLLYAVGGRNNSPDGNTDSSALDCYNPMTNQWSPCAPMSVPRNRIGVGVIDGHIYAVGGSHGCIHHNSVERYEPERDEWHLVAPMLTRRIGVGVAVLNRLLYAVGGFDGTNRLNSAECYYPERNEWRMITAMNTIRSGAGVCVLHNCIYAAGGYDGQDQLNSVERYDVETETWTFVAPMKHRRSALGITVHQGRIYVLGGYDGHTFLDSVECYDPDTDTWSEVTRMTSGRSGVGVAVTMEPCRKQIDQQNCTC
# C-LANA FP: inhibitors of KSHV C-LANA binding to DNA, primary screen, biochemical, fluorescence polarization, FAM-LBS DNA, MBP-C-LANA, single point. actives 0.078% (n = 340,000). inhibition, % at 9 µM. AID 504423, 2011;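 active means highest replicate inhibition at or above 60% at 9 µM, even if other replicates fall short; inactive means all replicates below 60% inhibition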;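 further: 0% = neutral control wells and 100% = 4 µM acridine orange control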
# RTF Ca sens act: cardiac RTF calcium sensitivity activators, primary screen, biochemical, IANBD-TnC fluorescence, EC20 calcium; Troponin I, cardiac muscle (Homo sapiens) + Troponin T, cardiac muscle (Homo sapiens) + …; IANBD-labeled TnC RTF fluorescence at EC20 calcium; 0% EC20 calcium, 100% full calcium; activation, % at 7.2 µM; actives 0.24% (n = 340,000); AID 493008, 2010;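 active means activation above the mean over all tested compounds plus 3 SD, cut at about 30% in these data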;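 further: rise in fluorescence read as greater calcium sensitivity of cardiac thin filaments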
# DAGLB inhibitor: DAGLB lipase inhibitors, primary screen, biochemical, fluorescence, HTS | Diacylglycerol lipase-beta (Homo sapiens), Q8NCG7 | HEK293T DAGLB membrane lysate, EnzChek fluorogenic substrate | actives 0.059% (n = 340,000) | AID 504411, 2011 | inhibition, % at 5.17 µM; in the data active means inhibition above about 34%;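 further: 0% = enzyme with vehicle and 100% = wells lacking enzyme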
# CAL PDZ FP-1: CAL PDZ peptide-binding inhibitors, primary screen, biochemical, fluorescence polarization, Cer-tagged CAL PDZ, HTS | AID 504414, 2011 | Golgi-associated PDZ and coiled-coil motif-containing protein (Homo sapiens), Q9HD26 | actives 0.02% (n = 330,000) | inhibition, % at 20 µM | purified CAL PDZ, TMR-peptide fluorescence polarization, 1 h;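 active means highest replicate inhibition of at least 40%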;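 further: plate controls were DMSO neutral control wells for no effect and unlabeled competitor peptide control wells for full effect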
#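 Material: tagged CAL PDZ domain; buffer or medium: 25 mM sodium phosphate pH 7.4, 150 mM NaCl, TCEP, IgG, Thesit; compound dosing: single point, 20 µM; schedule: 1 h incubation at room temperature before polarization reading; measured by: FP readout, S and P plane fluorescence; read-out basis: percent inhibition from loss of millipolarization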
# RTF Ca sens inh: cardiac RTF calcium sensitivity inhibitors, primary screen, biochemical, IANBD-TnC fluorescence, EC70 calcium | Troponin I, cardiac muscle (Homo sapiens) + Troponin T, cardiac muscle (Homo sapiens) + … | IANBD-labeled cardiac RTF, Ca2+ fluorescence | inhibition, % at 7.15 µM | actives 0.12% (n = 340,000) | AID 493244, 2011;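 active means inhibition above the mean inhibition of all tested compounds plus 3 SD, cut at about 17% in these data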;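 further: assay run at fixed EC70 calcium of 1.6 mM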
# CAL PDZ FP-2: untagged CAL PDZ binding inhibitors, primary screen, biochemical, fluorescence polarization, HTS; AID 602252, 2012; inhibition, % at 24.9 µM; actives 0.92% (n = 300,000); purified CAL PDZ, TMR-peptide fluorescence polarization, 1 h; Golgi-associated PDZ and coiled-coil motif-containing protein (Homo sapiens), Q9HD26;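 active means mean inhibition of at least 30% with at least half of replicates also reaching 30%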;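 further: 0% = DMSO neutral control and 100% = excess unlabeled competitor peptide PRC23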
# Rtt109 Vps75: inhibitors of C. albicans Rtt109/Vps75 HAT, primary screen, biochemical, ThioGlo CoA-SH fluorescence, plate reader; Histone acetyltransferase RTT109 (Candida albicans (strain SC5314 / ATCC MYA-2876)), …; purified Rtt109/Vps75, 4 h; inhibition, % at 34.9 µM; actives 0.16% (n = 330,000); AID 540336, 2011;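 active means inhibition of at least 50% in every replicate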
# Target sequence (Q5AAJ8 whole entry, looked up): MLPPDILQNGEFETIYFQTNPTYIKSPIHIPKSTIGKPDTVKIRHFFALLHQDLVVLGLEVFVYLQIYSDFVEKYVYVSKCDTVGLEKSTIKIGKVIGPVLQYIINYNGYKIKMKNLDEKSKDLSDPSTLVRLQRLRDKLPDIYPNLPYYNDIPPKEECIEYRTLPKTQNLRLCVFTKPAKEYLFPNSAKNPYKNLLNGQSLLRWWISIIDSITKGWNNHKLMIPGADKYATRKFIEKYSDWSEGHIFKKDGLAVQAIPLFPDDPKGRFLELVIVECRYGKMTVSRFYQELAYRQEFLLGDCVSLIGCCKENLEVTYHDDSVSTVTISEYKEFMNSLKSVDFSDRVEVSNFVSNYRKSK
# SR-BI DiI-HDL act: activators of SR-BI mediated DiI-HDL uptake, primary screen, ldlA[mSR-BI] CHO cells, DiI fluorescence. actives 0.096% (n = 320,000). activation, % at 12.5 µM. AID 504775, 2011. 3 h; 100 = double the neutral-control signal;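 active means mean replicate activation of at least 60% and every replicate at or above 60%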;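 further: 0% = median plate neutral-control signal and 100% = twice that signal; values of inactives mirror those of a sister screen read the other way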
#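 Test system: SR-BI-overexpressing, LDLR-lacking CHO cells. Measured by: DiI fluorescence, bottom read. Medium: Ham's F12 with 0.5% BSA, HEPES 25 mM, pH 7.4. Timing: 3 h uptake period with compound, 37 °C.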
# PKA-R2B act: activators of PKA-R2B holoenzyme, primary screen, biochemical, fluorescence polarization, Cy5-IP20, human; activation, % at 11.4 µM; PKA-R2B holoenzyme dissociation; R2B truncated from residue 108, S112A mutant; 0% DMSO only, 100% 113 µM cGMP; AID 504700, 2011; actives 0.079% (n = 340,000);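 active means activation above a cutoff set at the mean over all compounds plus 3 SD, cut at about 18% in these data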;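 further: higher means more holoenzyme dissociation and a rise in polarization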
# * marks the source's active call; other numbers are inactive results; nt = not tested or not shown.
Structure	DAGLB inhibitor	CAL PDZ FP-1	PKA-R2B act	CAL PDZ FP-2	SR-BI DiI-HDL act	Keap1-Nrf2 PPI	C-LANA FP	RTF Ca sens inh	RTF Ca sens act	Rtt109 Vps75
COc1ccccc1C1NC(=O)NC(C)=C1C(=O)OC1CCCC(C)C1 (centres undefined)	1	0.0	-5	2	-12	-3	0.7	-5	-8	5
Cc1ccn(CC(=O)O)c(=O)c1	-1	-0.4	-2	0	15	0	0.9	-2	1	-8
O=C(N/N=C/c1cc(Br)ccc1O)c1ccncc1	3	nt	-5	113*	-120	-1	-0.5	5	7	0
CC1(c2ccccc2)NC(=O)N(CC(=O)NCCC2=CCCCC2)C1=O (centres undefined)	1	-1.1	2	-4	-16	-6	0.4	-3	0	2
COc1cccc(NC(=S)NCCC(c2ccccc2)c2ccccc2)c1	-8	nt	5	-1	-24	-1	4.1	0	-1	-3
CCCCCC(=O)N/N=C/c1cc(Br)c(O)c(OC)c1	1	-2.7	-4	-2	-27	-2	-1.4	1	7	-7
CCCc1nn2c(=O)cc(CSCC(=O)Nc3nnc(CC)s3)nc2s1	0	-0.8	-10	-5	-3	-3	0.1	1	3	4
Cc1ccc(CN2C(=O)C(CC(C)C)Nc3ncnc(N4CCN(c5ccccc5)CC4)c32)cc1 (centres undefined)	-2	-0.7	-5	-1	24	-6	-0.7	-14	-3	-10
CCN(CC(=O)Nc1ccc(NC(C)=O)cc1)C(=O)c1ccc(=O)[nH]c1	1	-1.0	-8	7	13	7	0.4	3	-3	1
O=C(O)CSc1nnc(NC(=O)CN2CCOCC2)s1	-1	-1.9	-1	-3	19	0	1.6	-4	2	0
Cc1cc(C)n(CCC(=O)N2CCCC(Nc3ccc(F)cc3)C2)n1 (centres undefined)	-1	0.2	4	nt	6	-2	1.4	2	-3	-5
O=C1CN(c2ccccc2F)C(=O)CN1c1ccccc1F	-2	-0.6	1	-5	32	2	-0.1	0	3	-1
Cc1cc(NC(=O)CCN2CCN(Cc3ccccc3)CC2)ccc1Br	1	-0.5	4	-1	7	-1	0.2	-7	7	5
O=C(CCS(=O)(=O)c1ccccc1Cl)NCCC1=CCCCC1	3	-1.9	-6	0	-9	-4	1.2	-3	-3	-22
C[C@@]12C(=O)N(c3cccc(F)c3)C(=O)N1[C@H](c1ccc(F)cc1)[C@@H]1C(=O)N(C3CCCCC3)C(=O)[C@@H]12	1	-0.3	-15	-2	25	1	0.3	-14	-10	23
CCCC12CN3CCN(CC(C3)/C1=N\NC(=O)Nc1ccccc1)C2	0	-0.9	8	0	22	-3	0.8	-9	6	-2
COC(=O)c1ccccc1NC(=O)N1c2ccccc2Sc2ccccc21	-15	-1.5	-19	3	-20	0	2.2	-12	-3	0
Cc1ccc(Cl)cc1-n1c(SCC(=O)NCCC2=CCCCC2)nc2n[nH]c(C)c2c1=N	-10	-1.3	3	-3	-2	-4	0.0	-9	-1	-3
O=C(CSc1nc2sc3c(c2c(=O)n1-c1ccccc1)CCCC3)N/N=C/c1ccccc1C(=O)O	2	-2.9	-9	-3	33	4	-0.5	6	-6	1
Cc1ccc(S(=O)(=O)N2CCN(C(=O)c3nn(C(C)C)c(=O)c4ccccc34)CC2)cc1C	1	-1.4	-3	nt	10	0	-2.2	-4	-4	6
CCOC(=O)c1c(NC(=O)COC(=O)C2CC2C)sc(C)c1C (centres undefined)	-24	-1.3	-11	-7	13	-3	0.8	-4	-2	0
CCN(CC)Cc1c(NC(=O)c2ccccc2)sc(C)c1C	-4	-2.2	-4	-2	-6	-2	-1.1	4	1	-43
O=C(O)CCCc1ccccc1	2	-0.4	-10	-5	26	-1	4.0	10	0	8
CN(Cc1ccon1)C(=O)CCc1nnc(Cc2ccc(-c3ccccc3)cc2)o1	0	-0.8	8	-3	-6	-2	1.8	-9	-4	8
CN1C(=O)/C(=C/C=C2\SCCN2C)OC1=S	0	0.2	0	-1	14	-9	1.7	-24	34*	-5

Structure	DAGLB inhibitor	CAL PDZ FP-1	PKA-R2B act	CAL PDZ FP-2	SR-BI DiI-HDL act	Keap1-Nrf2 PPI	C-LANA FP	RTF Ca sens inh	RTF Ca sens act	Rtt109 Vps75
CSCCC(NC(=O)COc1ccccc1)C(=O)OCC(=O)c1ccccc1 (centres undefined)	1	-2.5	-1	-1	0	0	-0.1	-5	2	-5
O=S(=O)(NCc1ccco1)c1cccc2cccnc12	-2	0.4	-11	nt	6	-1	0.7	0	-7	-3
Cc1cccc(C(=O)OC(C)C(=O)Nc2ccc(S(=O)(=O)N3CCCC3)cc2)c1O (centres undefined)	-5	-2.7	-4	4	-27	6	-1.9	0	3	14
COc1ccc(S(=O)(=O)Nc2ccc(N3CCOCC3)cc2)cc1	-1	0.8	5	nt	1	-1	-0.1	-11	12	8
COc1ccc(NC(=O)CN2CCN(S(=O)(=O)N3CCCCCC3)CC2)cc1	1	-3.4	-5	-1	3	2	0.5	-5	-10	-1
COc1cc2[nH]c(C(=O)N(C)Cc3ccccc3)cc2c(OC)c1OC	-4	-2.7	-3	-3	-28	0	-1.6	-6	10	nt
O=C(N/N=C/c1ccccc1[N+](=O)[O-])c1ccc(COc2ccccc2-c2ccccc2)cc1	-7	0.4	-14	-4	-77	-1	0.7	-5	5	-1
O=C(COc1cc(F)ccc1[N+](=O)[O-])Nc1ccc2c(c1)OCO2	-7	-0.5	-13	-4	2	3	-1.0	1	-1	-1
CCOc1ccc(C(=O)NCc2ccncc2)cc1OCC	-3	-0.7	3	-1	4	-3	-0.6	-1	7	2
Cc1c(C(C)C)c(=O)n(-c2ccc(S(=O)(=O)NCc3ccccc3)cc2)n1C	-2	0.7	5	-4	-51	-1	-0.8	-1	1	7
C/C(=N/NC(=O)c1ccc2c(c1)OCO2)c1ccc(NC(=O)C(F)(F)F)cc1	-1	0.1	-8	-9	8	0	2.7	-1	-4	-5
Cc1ccc(S(=O)(=O)N2CCC(C(=O)Nc3ncccc3O)CC2)cc1	-2	-1.4	1	8	-13	0	-2.5	-6	-3	4
COc1ccc(C(=O)NCc2ccc3c(c2)OCO3)cc1S(=O)(=O)N1CCCC1	2	-0.8	-13	-1	1	-3	0.1	-3	-1	-12
O=C(Nc1ccccc1)c1ccc(=O)[nH]n1	-1	nt	-3	-2	21	0	-1.2	5	0	-3
COc1ccc(/C=N/NC(=O)c2ccc(COc3ccccc3Cl)o2)c(OC)c1C	-2	-1.4	-9	-7	-76	5	0.9	3	0	4
COc1ccc(C(=O)CSc2ncn[nH]2)cc1OC	-3	0.2	3	-2	26	-4	-0.7	-2	-2	-14
CCc1ccc(NC(=O)CCN2C(=O)c3cccnc3C2=O)cc1	0	-1.9	0	-2	4	3	0.4	-2	-4	nt
S=C(NCCc1ccccc1)N/N=C/c1ccccc1Cl	-9	-1.7	0	-2	-2	0	-1.8	-13	5	18
COc1ccc(NC(=O)N2CCCC(c3nc(-c4ccc(OC)cc4)no3)C2)cc1 (centres undefined)	-4	-2.7	-3	-1	-31	-3	-0.2	-2	-5	-3
O=C1CC(C2CCCO2)C(=O)N1c1ccccc1 (centres undefined)	3	0.7	1	-1	0	-11	0.8	-2	15	3
Cc1ccccc1C(=O)OCCCN=C1NS(=O)(=O)c2ccccc21	-1	-1.1	-11	0	-25	0	1.9	5	-11	-6
CC(=O)N1CCOc2ccc(S(=O)(=O)N3CCC(C(=O)Nc4ccc(C)cc4C)CC3)cc21	-1	-0.3	-6	-4	8	-4	-1.7	0	-1	8
O=S(=O)(c1ccccc1)N1CCN=C1SCc1ccc(Cl)cc1	-3	-0.5	-12	44*	2	-1	-0.4	-3	7	4
Cc1onc(-c2ccccc2)c1C(=O)Nc1ccc(S(=O)(=O)NC(C)(C)C)cc1	0	-0.6	9	3	-10	-4	-0.4	-9	6	4
Cc1nc2sc3c(c2c(=O)n1NC(=O)CCl)CCCC3	-3	0.0	-2	nt	25	2	-0.3	3	0	-2

Structure	DAGLB inhibitor	CAL PDZ FP-1	PKA-R2B act	CAL PDZ FP-2	SR-BI DiI-HDL act	Keap1-Nrf2 PPI	C-LANA FP	RTF Ca sens inh	RTF Ca sens act	Rtt109 Vps75
CCOC(=O)C(Cc1c[nH]c2cc([N+](=O)[O-])ccc12)(NC(C)=O)C(=O)OCC	-2	-1.3	-18	-3	-16	-1	-1.2	-6	-5	-2
CNC(=O)c1ccc(-c2sc3nc(N4CCOCC4)c4c(c3c2N)CC(C)(C)OC4)o1	-1	0.2	-11	-4	-56	4	-0.9	-9	-1	6
CCOC(=O)N1CCN(S(=O)(=O)N2CCCC(C(=O)NCc3ccccc3Cl)C2)CC1 (centres undefined)	0	-1.3	7	-2	7	-2	0.1	2	-1	0
CCCc1nnc(NC(=O)C2CCCO2)s1 (centres undefined)	-2	-1.7	5	2	7	-1	0.7	-7	-13	nt
O=C(NCCc1ccccc1)C1CCCN(c2nc3ccccc3s2)C1 (centres undefined)	-2	-1.7	-2	-2	-35	0	1.7	-2	-2	-7
Cc1ccc(Cl)cc1N1CCN(C(=O)c2cn(C)c(=O)c3c2c2ccccc2n3C)CC1	0	-0.5	-8	-1	-23	1	-0.4	-5	-4	13
Cn1c(=S)sc2ccc3ccccc3c21	-3	-0.3	-7	-4	-6	0	-1.9	-11	-3	-6
CCC(C)c1ccc(NC(=O)c2c([N+](=O)[O-])cnn2CC)cc1 (centres undefined)	-4	-2.2	-12	-3	13	-3	-0.7	-11	0	3
Cc1cc(C(=O)NC2CC(C)(C)Cc3c2cnn3-c2ccccc2C)c(C)o1 (centres undefined)	-2	-1.0	-11	-7	-18	-2	1.0	1	-6	15

# Hits appear at their usual frequency; overall some 1.6% were active at least once.
